A549 viability: kills or reduces viability of A549 cells in Nrf2 counter-screen; A549 ARE-Fluc cells, CellTiter-Fluor viability, 18-24 h; Potency, µM (series often up to 46 µM), without a hit: top-dose activity change, negative = cytotoxicity, hits mostly inhibitors; 390,000 tested, 0.16% active; AID 504648; note: potency is the fitted concentration of half-maximal effect; % is set by controls: 0 for no effect and ±100 for the full control effect
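Cytotoxicity counterscreen: CellTiter-Fluor fluorescence was measured in A549 ARE_Fluc cells after 18-24 h of compound exposure in a concentration series. The subsequent BugLite luminescent read reports ARE-luciferase activity.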
HepG2 viability: HepG2 cytotoxicity, counter-screen for TGF-b inhibitors; AID 588856; Potency, µM (series often up to 46.1 µM), for inactives: at the top dose activity change, negative = cytotoxicity, usual class: cytotoxic; 410,000 tested, 0.76% active; HepG2 CAGA-GFP viability, ATP luminescence, 18 h; note: potency is the fitted concentration of half-maximal effect; some results filed as inactive show a strong effect at the top dose
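CellTiter-Glo luminescence gave cytotoxicity after 18 hours at 37 degrees C. The cells were HepG2 CAGA-GFP in 1% FBS DMEM, stimulated with 500 pg/mL TGF-beta after compound addition. %Activity was normalised to no-cell wells (complete cell-killing) and DMSO (no toxicity), and curves were fitted and classified.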
MCF10A rerep: induces DNA re-replication in MCF 10a normal breast cells; MCF 10A DNA re-replication, Hoechst nuclear intensity, 48 h; Potency, µM (titrated, usually from 46.1 µM), without a hit: at the highest dose activity, positive = re-replication, usual class: activators; 350,000 tested, 2.9% active; AID 624296; note: potency is the fitted concentration of half-maximal effect; % of control where 0% means no effect; nearly all actives have a fitted effect of over 50% in size
TGFb inhibitor: blocks TGF-b signaling. Potency, µM (highest dose often 46.1 µM), without a hit: at the highest dose activity, negative = inhibition, actives largely listed as inhibitors. AID 588855. HepG2 CAGA-GFP TGF-b/SMAD3 reporter, GFP fluorescence, 18 h; TGF-beta stimulated, 500 pg/mL final. 410,000 tested, 1.2% active; note: potency is the fitted concentration of half-maximal effect; % is set by controls: 0 for no effect and ±100 for the full control effect; nearly all actives have a fitted effect of over 65% in size
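Smad-responsive CAGA-GFP expression was quantified in HEPG2 cells exposed to compounds and 500 pg/mL final TGF-beta for 18 h at 37 degrees C; unstimulated wells defined full inhibition.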
IL1B secr inh: inflammasome signaling inhibition, IL-1 beta readout. 360,000 tested, 4.7% active. activity change, % at 57.5 µM. THP-1 LPS/ATP IL-1B secretion, AlphaLISA, 16 h; hits give low values; in the data active = activity change below about -50%; inconclusive = mostly about -30% to -49%; note: % is set by controls: 0 for no effect and ±100 for the full control effect
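THP-1 cells pretreated 1 hr with compounds (up to 57.5 uM final), then stimulated with LPS (250 ng/mL final) plus ATP (1.25 mM final); secreted IL-1B measured by AlphaLISA after 16 hr, decreased signal indicating inhibition.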
ATXN viability: viability counter-screen for ATXN expression inhibitors; S2 cells (HEK-293 line with an ATXN2-luciferase reporter) viability, CellTiter-Fluor protease fluorescence, 24 h; Potency, µM (top dose mostly 56.7 µM), hits mostly cytotoxic; 400,000 tested, 0.49% active; AID 651635; note: potency is the fitted concentration of half-maximal effect; nearly all actives have a fitted effect of over 40% in size
Nrf2 inh: inhibitors of Nrf2 signaling | A549 ARE-Fluc reporter, luciferase luminescence, 18-24 h | Potency, µM (top dose mostly 46 µM), without a hit: at the top dose activity change, negative = inhibition, hits mostly inhibitors | 360,000 tested, 2.1% active | AID 504444; note: potency is the fitted concentration of half-maximal effect; % is set by controls: 0 for no effect and ±100 for the full control effect; nearly all actives have a fitted effect of over 60% in size
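A549 ARE_Fluc cells (5000/well, 5% FBS OPTI-MEM) pre-incubated 2 h, then treated with compounds 18-24 h at 37C/5% CO2 in concentration-response. CellTiter-Fluor viability read first; BugLite luciferase luminescence after 15 min at room temperature gives Nrf2 activity.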
Nrf2 ARE act: activates Nrf2 signaling; AREc32 ARE-luciferase reporter (MCF7-derived line), luminescence, 24 h; Potency, µM (series often up to 46.1 µM), for the others: at the highest dose activation, hits mostly activators; 410,000 tested, 0.31% active; AID 624171; note: potency is the fitted concentration of half-maximal effect; % of control where 0% means no effect; nearly all actives have a fitted effect of over 65% in size
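Luciferase luminescence (Steady-Glo, 30 min at room temperature) served as the read-out of ARE activation in AREc32 cells treated with compounds for 24 hr at 37 deg C.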
ATXN2 expr inh: ATXN2 expression inhibition; HEK-293 ATXN2-luciferase reporter, luminescence, 24 h; Potency, µM (highest dose often 57 µM), inactives show top-dose activity change, negative = inhibition, usual class: inhibitors; 360,000 tested, 0.72% active; note: potency is the fitted concentration of half-maximal effect; % is set by controls: 0 for no effect and ±100 for the full control effect; nearly all actives have a fitted effect of over 55% in size
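ATXN2-luciferase reporter cells (luciferase flanked by upstream and downstream ATXN2 gene portions) were treated 24 h at 37 °C with compounds at up to 57 uM. SteadyGlo luminescence gave expression; GF-AFC fluorescence gave viability.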
An asterisk follows results filed as active; i = inactive; u = inconclusive; x = not tested or not shown; & = joins results of further samples; [ ] = another dose, or the depositor's remark. Unless noted, calls come from the whole dose curve; as a rule, active = well fitted curve in the direction sought with a large enough effect; inconclusive = small, poorly fitted or top-dose-only effect, or another doubt; inactive = no such curve, though single readings can be large; an effect the other way counts as inactive or inconclusive. Not a hit list. Share with any hit: about 8.8%.

The first 5 compounds (preview)
SMILES	A549 viability	HepG2 viability	MCF10A rerep	TGFb inhibitor	IL1B secr inh	ATXN viability	Nrf2 inh	Nrf2 ARE act	ATXN2 expr inh
Cc1cc(C)nc(N2CCN(CC(=O)NCc3ccccc3)CC2)n1	0%[1.84 µM]	-3%	-7%	-5%	0	i	-3%	-0.9%	-14%
COC(=O)Cc1[nH]n(-c2nc3ccccc3s2)c(=O)c1C(C)=Nc1ccc(C)cc1	6%	-17%	-14%	-1%	3	i	u	0.2%	u
CCCCc1ccc(NC(=O)CSc2nc(=O)n(CCN(CC)CC)c3c2CCCC3)cc1	-25%	-43%	26%	-19%	-78*	x	-4%	-0.1%	u
OCCN1CCN(CC(O)COCC2COc3ccccc3O2)CC1 (stereo not given)	7%	-24%	-8%	-7%	-1	i	27%	0.0%	-8%
CC(=C/c1ccccc1)/C=N/Nc1nc(N2CCOCC2)nc(N2CCOCC2)n1	1%	2%	-4%	-4%	-9	i	-1%	3.7%	-5%

This part in full, from the start:
SMILES	A549 viability	HepG2 viability	MCF10A rerep	TGFb inhibitor	IL1B secr inh	ATXN viability	Nrf2 inh	Nrf2 ARE act	ATXN2 expr inh
Cc1cc(C)nc(N2CCN(CC(=O)NCc3ccccc3)CC2)n1	0%[1.84 µM]	-3%	-7%	-5%	0	i	-3%	-0.9%	-14%
COC(=O)Cc1[nH]n(-c2nc3ccccc3s2)c(=O)c1C(C)=Nc1ccc(C)cc1	6%	-17%	-14%	-1%	3	i	u	0.2%	u
CCCCc1ccc(NC(=O)CSc2nc(=O)n(CCN(CC)CC)c3c2CCCC3)cc1	-25%	-43%	26%	-19%	-78*	x	-4%	-0.1%	u
OCCN1CCN(CC(O)COCC2COc3ccccc3O2)CC1 (stereo not given)	7%	-24%	-8%	-7%	-1	i	27%	0.0%	-8%
CC(=C/c1ccccc1)/C=N/Nc1nc(N2CCOCC2)nc(N2CCOCC2)n1	1%	2%	-4%	-4%	-9	i	-1%	3.7%	-5%
Cc1ccc(C(O)(c2ccccc2)c2ccccc2C(C)N(C)C)c(C)c1 (stereo not given)	u	-24%	-1%	u	-68*	u	7%	0.1%	u
CCN1CCN(C(c2ccccc2F)c2nnnn2Cc2ccc3c(c2)OCO3)CC1 (stereo not given)	5%	-2%	2%	46%	u	i	4%	-0.6%	-3%
CCc1cc(C(=O)NCC(C)(C)N2CCOCC2)sc1C	1%	-2%	3%	1%	17	i	0%	0.0%	2%
O=C(COc1ccc(Br)cc1)N1CCc2ccccc21	0%	2%	-2%	6%	-12	x	u	0.4%	31%
CCOC(=O)c1c(-c2ccc(C)cc2)csc1NC(=O)CCN1CC(C)OC(C)C1 (stereo not given)	29%	20µM*	21µM*	u	-6	i	-23%	u	-24%
O=S(=O)(c1ccc(-c2cnc(C3CC3)o2)cc1)N1CCN(c2ccc(F)cc2)CC1	-25%	-28%	x	u	x	i	x	1.0%	-2%
Oc1ccc(Nc2ccc3ccccc3c2)cc1	u	-2%	u	-5%	u	i	-3%	16%	-4%
O=C1c2ccccc2NC(c2ccc3c(c2)OCCO3)N1c1ccc2c(c1)OCCO2 (stereo not given)	-13%	-10%	17%	2%	-16	i	u	-1.5%	-28%
COc1ccccc1C(=O)NCc1nc2cccnc2n1Cc1ccc(F)cc1	5%	-5%	x	0%	x	x	x	u	x
Cc1nc2ccccc2c(=O)n1-c1ccc(NS(=O)(=O)c2ccc(F)cc2)cc1	0%	-5%	2%	4%	-6	i	u	0.3%	2%
CN(C)C(=O)CCc1ccc2c3c([nH]c2c1)[C@]1(CCC2CCCC2)[C@@H](C(=O)N2CCOCC2)C[C@H](CC(=O)NCC24CC5CC(CC(C5)C2)C4)C(=O)N1CC3	u	2%	0%	2%	-27	i	u	0.1%	5%
O=C(CCC(=O)N1CCN(c2ccc(Cl)c(Cl)c2)CC1)c1ccccc1	-1%	-27%	u	u	-9	i	-6%	3.1%	x
CCCOc1cccc(OCCSc2nc(C)cc(=O)[nH]2)c1	-9%	-3%	21%	-5%	30	i	x	3.3%	39%[activator]
O=C(O)c1cccc(-c2ccc(/C=N/NC(=O)C3COc4ccccc4O3)o2)c1 (stereo not given)	-4%	-9%	u	-15%	-16	i	0%	4.1%	-2%
COc1ccc(CC(=O)Nc2cccc(C(=O)NN3C(=O)c4ccccc4C3=O)c2C)cc1	-12%	-3%	0%	-23%	2	i	9%	-0.6%	7%
CCO[C@@H]1OC(C(=O)NCc2nc3ccccc3[nH]2)=C[C@H](C2CCCCC2)[C@H]1CCCO	-3%	-23%	-16%	u	-19	u	-4%	2.0%	-23%
COc1ccccc1C(NC(=O)CC(C)C)c1c(O)ccc2ccccc12 (stereo not given)	2%	-5%	1%	-21%	-9	i	12%	-1.1%	7%
CCOc1ccccc1-n1c(SCC(=O)N(C(C)C)C(C)C)nnc1-c1cccnc1	-3%	-9%	-5%	-2%	0	i	3%	-0.6%	-4%
CC(=O)Nc1ccc2c(O)cc(S(=O)(=O)O)cc2c1	2%	1%	0%	14%	-14	i	4%	0.9%	21%
CSc1ccc(CCNC(=O)c2cc3cc4cc(C)ccc4nc3s2)cc1	0%	-3%	x	4%	x	i	x	4.1%	16%
Cc1ccc2c(CN3CCCCC3)cc(=O)oc2c1	0%	-2%	-1%	0%	3	i	12%	0.2%	24%
O=C(/C=C/c1cccc([N+](=O)[O-])c1)NCCc1ccc(F)cc1	1%	6%	7%	0%	-16	i	-24%	3.7%	3%
O=C(NNC(=O)c1cc(Cl)ccc1O)c1ccc(NS(=O)(=O)c2cccs2)cc1	0%	-23%	u	-21%	51	i	u	-0.8%	-31%
COc1cc(CNCC2CCCO2)ccc1OCC(N)=O (stereo not given)	5%	-34%	-14%	4%	2	i	4%	-1.2%	-1%
O=C(NCCCn1ccnc1)C1CCN(S(=O)(=O)c2ccc(F)cc2)CC1	1%	-6%	0%	1%	20	i	5%	-0.9%	2%
CCN(CC)C(=O)CSc1nc2nc(C)cc(C)c2c(=O)[nH]1	-1%	2%	21%	u	-8	i	8%	-0.6%	4%
COc1cccc2c1cc1c(=O)n(CC(=O)N3CCCCC3)nc(C)n12	-1%	-9%	x	-7%	x	x	19%	1.3%	x
CCCCC(=O)N(C)c1c(CC)nc2c(OCc3ccc(C#N)cc3)cccn12	x	-3%	x	-6%	-4	i	x	0.6%	-6%
O=C(CNC(=O)c1ccco1)Nc1ccc(OC(F)F)cc1	4%	4%	2%	56%[activator]	5	i	-8%	2.3%	6%
COc1ccc(Br)c(Cn2c(C)c(C(=O)NCc3ccccc3C(F)(F)F)sc2=O)c1	x	-13%	x	-16%	-13	u	x	0.0%	1%
CCN(C(=O)COC(=O)CCC(=O)c1cccs1)C1CCCCC1	10%	-47%	0%	0%	8	i	0%	0.3%	x
CCCn1c(SC(C)C(=O)NCC2CCCO2)nc2sc3c(c2c1=O)CCC3 (stereo not given)	-7%	0%	-1%	-5%	-14	u	-12%	0.6%	4%
CCCn1c(C(C)NS(=O)(=O)c2ccccc2)n[nH]c1=S (stereo not given)	1%	-7%	10%	-6%	28	i	-20%	-0.6%	x
C=C1C(=O)C=C[C@]2(C)C[C@@H]3OC(=O)[C@](C)(O)[C@H]3C[C@@H]12	-27%	-70%	6.5µM*	u	-110*	u	u	u	10µM*
Cc1c(NC2=CC(=O)CCC2)c(=O)n(-c2ccccc2)n1C	1%	-2%	5%	18%	-9	i	0%	-0.7%	7%
COc1ccc(/C=C2\SC(=S)N(CCC(=O)Nc3cccc(O)c3)C2=O)cc1OC	-15%	-8%	0%	29%	52	u	16%	-0.2%	11%
CNC(=O)C1(C(F)(F)F)C/C(=C\CCO)CCCO1 (stereo not given)	0%&-2%	6%&6%	1%	u	16	i	7%&17%	-0.6%	1%
COc1ccc(C(=O)NCC(=O)OCc2cccc(Br)c2)cc1	-15%	0%	2%	4%	19	i	-16%	-0.2%	1%
CCCCc1ccc(Nc2ncnc3nc[nH]c23)cc1	-11%	21%	4%	27%	14	i	u	-0.8%	50%[activator]
CC(C)N1CCN(C(=O)c2ccc([N+](=O)[O-])cc2)CC1	5%	11µM*	-3%	-19%	-2	i	8%	0.0%	x
CCCCC(c1nc2ccccc2[nH]1)n1c(-c2ccccc2)nc2ccccc21 (stereo not given)	x	-3%	x	-25%	0	i	x	3.4%	2%
CCNC(=O)Cc1ccc(S(=O)(=O)N2CCOCC2)s1	-3%	4%	-4%	u	15	i	8%	-0.5%	8%
CNS(=O)(=O)c1ccc(CNC[C@H]2O[C@@H](n3cnc4c(=O)[nH]c(N)nc43)[C@H](O)[C@@H]2O)cc1	x	3%	x	-11%	27	i	x	-1.3%	12%

Random excerpt: 2 compounds from above, in no set order.
SMILES	A549 viability	HepG2 viability	MCF10A rerep	TGFb inhibitor	IL1B secr inh	ATXN viability	Nrf2 inh	Nrf2 ARE act	ATXN2 expr inh
CCNC(=O)Cc1ccc(S(=O)(=O)N2CCOCC2)s1	-3%	4%	-4%	u	15	i	8%	-0.5%	8%
COc1ccc(C(=O)NCC(=O)OCc2cccc(Br)c2)cc1	-15%	0%	2%	4%	19	i	-16%	-0.2%	1%

2 entries from above, with values under each structure.
Results follow in this order: A549 viability	HepG2 viability	MCF10A rerep	TGFb inhibitor	IL1B secr inh	ATXN viability	Nrf2 inh	Nrf2 ARE act	ATXN2 expr inh
- Cc1c(NC2=CC(=O)CCC2)c(=O)n(-c2ccccc2)n1C
    1%	-2%	5%	18%	-9	i	0%	-0.7%	7%
- COc1ccc(/C=C2\SC(=S)N(CCC(=O)Nc3cccc(O)c3)C2=O)cc1OC
    -15%	-8%	0%	29%	52	u	16%	-0.2%	11%
